Bioassay records deposited in PubChem BioAssay by National Center for Advancing Translational Sciences (NCATS).
p53ts 39C kill: qHTS Screen for Compounds that Selectively Target Cancer Cells with p53 Mutations: Cytotoxicity of p53ts Cells at the Nonpermissive Temperature; 130,000 compounds, 1.5% hits; H1299-p53A138V viability at 39C, ATP luminescence, 24 h; Potency, µM (top dose mostly 46.1 µM), without a hit: at the top dose activity change, negative = cell killing, actives largely listed as cytotoxic; also: nearly all actives have a fitted effect of over 55% in size
Imprint erasure: qHTS Assay for Compounds that Induce Erasure of Genomic Imprints; 110,000 compounds, 0.02% hits; AID 1948, 2009; mouse ES Peg3-LacZ reporter, beta-gal luminescence, 40 h; Potency, µM (doses to about 60.7 µM), for the others: at the top dose activity change, positive = activation, hits mostly activators;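 also: 0% = negative control wells on the plate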
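Imprint erasure is scored as LacZ activity from the silenced maternal Peg3 allele in feeder-free female ES cells cultured 40 h with LIF. Luminescence is normalized to in-plate negative controls and fitted to the Hill equation.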
p53ts 32C kill: qHTS Screen for Compounds that Selectively Target Cancer Cells with p53 Mutations: Cytotoxicity of p53ts Cells at the Permissive Temperature; H1299-p53A138V at 32C, ATP luminescence viability, 24 h; Potency, µM (highest dose often 46.1 µM), for inactives: top-dose activity change, negative = cytotoxicity, usual class: cytotoxic; 130,000 compounds, 0.93% hits; AID 924, 2007;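 also: 0% = DMSO and -100% = full killing by reference compound; nearly all actives have a fitted effect of over 55% in size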
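Viability by ATPlite luminescence after 24 h compound treatment (up to 46 uM) at the permissive 32C. Cells are H1299 carrying p53 A138V. Scale runs from DMSO basal to 100 uM tamoxifen as full kill; AC50 from Hill fits.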
IkB signaling: IkB Signaling | ABC-DLBCL IkBa-CBG/CBR dual luciferase ratio, 4 h; response scale: scaled: untreated 0%, proteasome inhibitor 100% | Potency, µM (titrated, usually from 57.1 µM), for inactives: at the top dose IkBa stabilization activation | 110,000 compounds, 0.04% hits | AID 445, 2006; active = well fitted curve in the direction sought with a large enough effect in the signal ratio, not every such curve was filed as active; inconclusive = small, poorly fitted or top-dose-only effect, or a change in a side signal; the % refers to the signal ratio;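 also: the direction sought is a rising ratio; 0% = basal untreated cells and 100% = reference inhibitor full response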
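In this assay, an IκBα–CBG68 fusion accumulates when IKK-driven degradation is blocked; native CBR normalizes for cell number. OCI-Ly3 cells were treated 4 h with compound and doxycycline, then green and red light read after Chroma-Glo addition.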
Numbers without * were called inactive; ? = inconclusive; nt = not tested or not shown; [ ] = remark or other dose. Unless noted, calls follow the shape of the dose curve; as a rule, active = well fitted curve in the direction sought with a large enough effect; inconclusive = small, poorly fitted or top-dose-only effect, or another doubt; inactive = no such curve, though single readings can be large; an effect the other way counts as inactive or inconclusive. Unless noted, % is scaled to controls: 0 for no effect and ±100 for the full control effect; potency is read from the fitted curve at half-maximal effect. Random draw from the library, and some 1.7% of all compounds hit somewhere here.

Start of the listing, in advance:
SMILES	p53ts 39C kill	Imprint erasure	p53ts 32C kill	IkB signaling
COc1ccc(S(=O)(=O)NCC(c2ccc(N(C)C)cc2)N2CCCC2)cc1F (stereo unspecified)	-15%	-13%[10.9 µM]	-4%	0.5%
CCCOc1ccc(N2C(=O)CC(N(O)c3ccccc3)C2=O)cc1 (stereo unspecified)	0%	-15%	-11%	12%

Results, repeating the preview:
SMILES	p53ts 39C kill	Imprint erasure	p53ts 32C kill	IkB signaling
COc1ccc(S(=O)(=O)NCC(c2ccc(N(C)C)cc2)N2CCCC2)cc1F (stereo unspecified)	-15%	-13%[10.9 µM]	-4%	0.5%
CCCOc1ccc(N2C(=O)CC(N(O)c3ccccc3)C2=O)cc1 (stereo unspecified)	0%	-15%	-11%	12%
Cn1c(SCc2nc3ccccc3c(=O)[nH]2)nnc1-c1ccco1	9%	-15%	-2%	0.0%
CCCCOc1ccc(-c2nonc2NC(=O)c2ccco2)cc1	-1%	-13%[10.9 µM]	1%	3.1%
COCC(C)n1c(C)cc(C(=O)COc2ccc(S(=O)(=O)N3CCOCC3)cc2Cl)c1C (stereo unspecified)	0%	-9%	0%	0.9%
CCCn1cnc2cc(NCc3cccc(OC)c3)ccc21	-13%	-33%[inhibitor]	-10%	?
COc1cccc(-n2nnc3c(=O)n(Cc4ccc(F)cc4)cnc32)c1	2%	-7%	5%	2.4%
COc1ccc(OC)c(-c2c[n+](=O)c3c(n2[O-])CCCC3)c1	14%	6%	4%	1.1%
CCC(C)(C)n1nnnc1C(c1ccc(OC)c(OC)c1)N1CCN(c2ccc(F)cc2)CC1 (stereo unspecified)	-12%	-11%	7%	0.1%
COC(=O)C1(CCSC)NC(c2ccccc2OC)C2C(=O)N(C)C(=O)C21 (stereo unspecified)	-8%	-6%	6%	0.1%
Cc1ccc(Cl)cc1N1CCN(CCCNC(=O)c2nnc(Cc3cccc(Cl)c3)o2)CC1	13µM*	-15%[10.9 µM]	-4%	?
CCCCCn1c(SCC#N)nc2cc(C(=O)NC3CCCCC3)ccc2c1=O	2%	-1%	1%	0.4%
CCOC(=O)CNC(=O)c1ccc2c(c1)OCCO2	?	-40%[inhibitor]	?	-0.5%
COc1ccc(OC)c(S(=O)(=O)N2Cc3ccccc3CC2C(=O)Nc2ccc(C)cc2C)c1 (stereo unspecified)	-3%	-8%[10.9 µM]	13%	?
CCCOC(=O)CCn1c(=S)oc2ccccc21	-17%	-4%	2%	0.3%
COCCNC(=O)CCCn1c(SCc2ccccc2C)nc2c(sc3ccccc32)c1=O	-29%	-11%[10.9 µM]	-8%	?
CCN1c2ccccc2-c2nc3ccccc3n2C1c1cccnc1 (stereo unspecified)	-6%	-15%	11%	1.2%
CCc1ccc(CCC(=O)Nc2ccc(C)cc2C)o1	-6%	-9%	-8%	-3.7%
CC(C)CO/N=C1/C[C@@H](O)[C@@H](O)[C@@H]2[C@@H]3C(=O)N(C[C@@H]4CCCO4)C(=O)[C@H]3CC[C@@H]12	8%[9.22 µM]	nt	-2%[9.22 µM]	nt
CC(/C=C/c1ccc(Cl)o1)=C\C(=O)O	7%	-74%[inhibitor]	-4%	-6.8%

Single records (already shown).
CC(/C=C/c1ccc(Cl)o1)=C\C(=O)O in the list: p53ts 39C kill: 7%; Imprint erasure: -74%[inhibitor]; p53ts 32C kill: -4%; IkB signaling: -6.8%
Cc1ccc(Cl)cc1N1CCN(CCCNC(=O)c2nnc(Cc3cccc(Cl)c3)o2)CC1 in the list: p53ts 39C kill: 13µM*; Imprint erasure: -15%[10.9 µM]; p53ts 32C kill: -4%; IkB signaling: ?
CCc1ccc(CCC(=O)Nc2ccc(C)cc2C)o1 in the list: p53ts 39C kill: -6%; Imprint erasure: -9%; p53ts 32C kill: -8%; IkB signaling: -3.7%

Additional structures
SMILES	p53ts 39C kill	Imprint erasure	p53ts 32C kill	IkB signaling
CC(CC(=O)O)(CC(=O)O)C(=O)O	9%[9.22 µM]	6%[10.9 µM]	-3%[9.22 µM]	0.4%[11.4 µM]
Cc1cccc(NC(=O)C2CCN(S(=O)(=O)c3ccc4[nH]c5c(c4c3)CCCCC5)CC2)c1	-7%	-10%[10.9 µM]	20%	?
COC(=O)c1cc(OC)c(OC)cc1NC(=O)Nc1ccc(OC)cc1OC	2%	-2%	-1%	-0.5%
CCCn1c(CN2CCN(C(=O)c3ccco3)CC2)nc2c1c(=O)n(C)c(=O)n2C	?	-71%[inhibitor]	-20%	?
Cc1ccc2c(c1)N(CC(=O)NCc1ccco1)C(=O)CO2	30%	nt	7%	nt
O=C(NC1CC2CCC1C2)C1COc2ccccc2O1 (stereo unspecified)	14%	5%	5%	-1.6%
COc1ccccc1CNC(=O)c1cc2c(=O)oc3ccc(C)cc3c2s1	?	1%[10.9 µM]	-14%	0.3%
C1CCN2C[C@@H]3C[C@@H](CN4CCCC[C@@H]34)[C@H]2C1	4%	-9%	4%	nt
Cc1cccc2sc(N(Cc3cccnc3)C(=O)CCOc3ccccc3)nc12	-7%	?	-2%	1.2%
COc1ccc(C(O)P(=O)(O)CCc2ccccc2)cc1 (stereo unspecified)	3%	-2%	4%	-0.3%
O=C(Nc1cccc2nsnc12)c1ccc2c(c1)OCCO2	?	-85%[inhibitor]	?	?
C=CCOC(=O)C1=C(C)NC(SCC(=O)OCC)=C(C#N)C1c1ccc(O)c(OC)c1 (stereo unspecified)	-13%	-8%	3%	1.4%
CC(=O)Nc1nonc1-c1nnc(SCc2ccc(Cl)cc2)n1C	-12%	-11%[10.9 µM]	-2%	?
COc1ccccc1-n1c(=S)sc2c(=O)n(Cc3ccco3)c(SC)nc21	1%	-8%	18%	0.7%
CCn1c(C(=O)NCc2ccc(C)cc2)cc2sc(Cl)cc21	-14%	5%[10.9 µM]	?	0.3%
CCCn1c(SCC(=O)Nc2cc(C)on2)nc2c1c(=O)n(C)c(=O)n2C	-4%	-9%	1%	-0.7%
Cc1cc(C)c(C(=O)COC(=O)Cn2cnnn2)cc1C	3%	-1%	-1%	2.1%
CC(=O)Nc1cc(NC(C)=O)c2nc(N)sc2c1	8%	11%	-7%	1.1%
CCN(CC)CCNC(=O)c1nn(C)c2c1CS(=O)(=O)c1ccccc1-2	-3%	-10%[10.9 µM]	8%	?
COC(=O)c1ccc(OCC2c3cc(OC)c(OC)cc3CCN2C(=O)c2cccc(C)c2)cc1 (stereo unspecified)	-8%	-12%[10.9 µM]	10%	?
COc1ccc(C(=O)COc2cccc(NC(=O)c3ccco3)c2)cc1	6%	nt	-5%	nt
O=C(NCCOCC(F)(F)C(F)F)c1cc(F)c(F)cc1Cl	1%	-14%	3%	-2.3%
CC(C)CC(=O)NCC(c1ccc2c(c1)OCO2)N1CCN(c2ccc(F)cc2)CC1 (stereo unspecified)	-6%	-7%[10.9 µM]	12%	5.4%
c1ccc(Nc2ncncc2-c2ccoc2)cc1	-2%	2%	4%	0.6%[11.4 µM]
O=c1cc(COc2cccc(C(F)(F)F)c2)nc2sc3c(n12)CCCC3	-9%	20%[10.9 µM]	7%	-0.1%
CC(C)c1nc2sc3c(N4CCCCC4)ncnc3c2c2c1CCCC2	11%	-2%[10.9 µM]	1%	-1.5%
CCc1ccccc1NC(=O)c1cc(-c2ccc(OC)cc2)on1	17%	-16%[10.9 µM]	1%	39%
CCCCOc1ccc(C(=O)NCc2cn3cccc(C)c3n2)cc1	6%	-12%[10.9 µM]	-1%	1.5%
Cc1cccc(OCc2ccc(-c3nc(C#N)c(NCc4cccnc4)o3)o2)c1	?	-10%[10.9 µM]	?	?
COC(=O)CCc1n[nH]c(=O)[nH]c1=O	3%	11%	-3%	2.1%
CCOc1cc(CNc2ccc(O)cc2)ccc1OCc1ccc(Cl)cc1	?	-11%[10.9 µM]	-12%	?
COc1cccc(CNC(=O)C(C)n2ccc3cc(S(=O)(=O)N4CCCCCC4)ccc32)c1 (stereo unspecified)	4%	-9%[10.9 µM]	7%	1.6%
COc1ccccc1NC(=O)CCn1c(=O)oc2cc(Cl)ccc21	9%	-18%[10.9 µM]	-18%	-0.9%
CC(C(=O)Nc1ccccc1C(=O)N1CCCC1)n1nnc2ccccc21 (stereo unspecified)	-17%	-6%	-3%	6.9%
CCOc1cc(CNc2ccc(C(=O)O)cc2)ccc1OCc1ccccc1	-2%	-9%[10.9 µM]	-13%	20%
c1cc(CNCCN2CCNCC2)ccn1	2%[9.22 µM]	?	1%[9.22 µM]	-0.4%[11.4 µM]
COc1cccc(-c2cc(N(C)Cc3ccco3)ncn2)c1	13µM*	-84%[inhibitor]	?	-0.8%[11.4 µM]
Cn1cc(S(=O)(=O)N2CCCCCC2)cc1C(=O)N1CCN(c2ccccc2F)CC1	-8%	-8%[10.9 µM]	-1%	-0.6%
O=C(NCCc1ccc(F)cc1)C(=O)NCC(c1cccs1)S(=O)(=O)c1ccc(F)cc1 (stereo unspecified)	0%	-12%[10.9 µM]	1%	?
O=c1cc(-c2ccccc2)n2c(SCc3ccc(Br)cc3)nnc2[nH]1	8%	17%[10.9 µM]	3%	10%
O=c1oc2ccccc2cc1-c1nc(-c2cccc(Cl)c2)cs1	5%	8%[10.9 µM]	-3%	-1.1%
Cc1ccc(Nc2cc(C)nc3nc(Cc4ccc(Cl)cc4)nn23)cc1	-14%	-13%[10.9 µM]	71%[activator]	?
COc1ccc(C(=O)Nc2cccc(OCc3cc(=O)n4c5c(sc4n3)CCCC5)c2)cc1OC	4%	-15%[10.9 µM]	-9%	?
C=CCn1cnc2c(c1=O)c1nc3ccccc3nc1n2/N=C/c1ccccn1	-5%	-3%	-4%	-2.9%
CCc1ccc2nc(NC(=O)c3cc(C)on3)sc2c1	?	-24%	?	?
O=C(Nc1ccc(OCC(=O)N2CCN(S(=O)(=O)c3ccccc3)CC2)cc1)c1ccco1	-17%	-11%	?	0.7%
Cc1ccn2c(CCc3nnc4cc(C)ccn34)nnc2c1	5%[9.22 µM]	-6%[10.9 µM]	1%[9.22 µM]	0.6%[11.4 µM]
Cc1c(NC(=O)CSc2nnnn2Cc2ccccc2)c(=O)n(-c2ccccc2)n1C	11%	-3%	4%	-2.4%
Cc1cccc(C)c1OCC(O)CN (stereo unspecified)	-12%	-32%[inhibitor]	2%	-1.6%
O=C(NCCS(=O)(=O)N1CCN(c2ccccc2F)CC1)C(c1ccccc1)c1ccccc1	-6%	-14%[10.9 µM]	-10%	-0.2%

The listing continues:
SMILES	p53ts 39C kill	Imprint erasure	p53ts 32C kill	IkB signaling
CC(=O)c1cc(-c2ccccc2)n(CCC(=O)NC2CCCCC2)c1C	7%	-17%[10.9 µM]	13%	-0.1%
CCOC(=O)c1ccccc1NC(=O)COc1cc(=O)n(CC)c2ccccc12	10%	19%[10.9 µM]	8%	?
Cc1ccc(C(=O)NCc2ccc(F)cc2)cc1NC(=O)c1nsc2ccccc12	-7%	6%[10.9 µM]	11%	?
O=C(Nc1ccc(-c2nc3cc(NC(=O)c4ccccc4F)ccc3o2)cc1)c1ccccc1F	19%	5%[10.9 µM]	13%	1.8%
COc1ccc(CNc2ncncc2-c2ccccc2C)c(OC)c1	-1%	-14%	9%	0.4%[11.4 µM]
CCOC(=O)C1CCCN(C(=O)c2ccc(CS(=O)(=O)c3ccc(C)cc3)o2)C1 (stereo unspecified)	3%	-4%	22%	0.5%
O=C(CN1CCN(c2ccccn2)CC1)Nc1cccc(C(F)(F)F)c1	8%	-10%	-4%	1.6%
CC(C)OC(=O)CSc1nnc(-c2ccccn2)n1-c1ccccc1	10%	3%	-6%	-0.6%
O=C(CN1CCN(c2ccc(F)cc2)CC1)c1ccc2c(c1)OCO2	1%	nt	0%	nt
Cc1ccc(C2C=C(c3ccccc3)Nc3nc(NS(=O)(=O)c4ccccc4)nn32)cc1 (stereo unspecified)	20%	5%[10.9 µM]	1%	-2.3%
O=C(COc1ccc(F)cc1)N(CC1=CCS(=O)(=O)C1)c1ccccc1	14%	-8%	2%	1.1%
Cc1cccc(NC(=O)Cn2cnc3sc(C)c(S(=O)(=O)N4CCC(C)CC4)c3c2=O)n1	-5%	-11%	-2%	?
